Screens (PubChem)
HIV fusion peptide = cell-free HIV fusion peptide-binding blockers – biochemical, uHTS, fluorescence dequenching, primary screen (AID 1986); cell-free peptide binding, fluorescence dequenching, 30 min; higher % means a stronger effect; inhibition, % at 20 µM; hits with a dose series show IC50 in µM; hit rate 0.3% among 290,000; in the data active means inhibition mostly above about 52%, no sharp cut-off; inactive means mostly below about 76%; further: some results filed as inactive read as strong as hits
Large T inhibition = SV40 large T antigen inhibitors, biochemical (AID 1903) | SV40 large T antigen ATPase/helicase inhibition assay; higher % means a stronger effect | one-dose inhibition, % at 20 µM; IC50 in µM for titrated hits | hit rate 0.39% among 310,000; in the data active means a potency from the dose series; further: strong numbers were not always called active
Rac1 GTP hydrolysis = MgcRacGAP GTPase-activating activity inhibitors, confirmation, biochemical, ADP Hunter fluorescence | inhibition, % at 30 µM; hits with a dose series show IC50 in µM | MgcRacGAP-stimulated Rac1 GTP hydrolysis, ADP Hunter fluorescence; higher % means a stronger effect; GST-tagged Rac1 F28L mutant substrate | hit rate 0.6% among 340,000 | AID 624330;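 active means first-screen hits whose inhibition reached a set limit at any dose in the follow-up dose series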;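 further: fluorescence reports GDP produced by GAP-driven GTP hydrolysis; strong numbers were not always called active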
GPR55 LPI antagonism = GPR55 antagonists blocking LPI-driven arrestin recruitment, primary screen, imaging, U2OS, beta-arrestin-GFP, LPI agonist (AID 2013) | inhibition, % at 10 µM; hits with a dose series show IC50 in µM | hit rate 0.13% among 290,000 | U2OS GPR55 beta-arrestin-GFP translocation imaging, LPI antagonism; higher % means a stronger effect;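 active means spots per cell inhibited over 60%, with over 100 cells counted and total cytoplasm intensity under 500,000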;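 further: U2OS cells stably carrying GPR55 and arrestin-GFP stimulated by 5 µM LPI near EC80; imaged beta-arrestin-GFP aggregate spots per cell after agonist stimulation; plate controls were LPI-stimulated DMSO wells for no effect and DMSO wells without LPI for full effect; some results filed as inactive read as strong as hits; confirmed hits need IC50 under 10 µM and bright autofluorescent wells are also inconclusive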
RSV CPE inhibition = inhibition of RSV-induced cytopathic effect – HEp-2 cells, primary 10 µM value included (AID 2391); CPE inhibition, % at 10 µM; hits with a dose series show IC50 in µM; hit rate 0.13% among 310,000; HEp-2 cells, RSV-induced CPE inhibition; higher % means a stronger effect; in the data active means a potency from the dose series; further: strong numbers were not always called active
Dengue-2 NS5 capping = Dengue-2 NS5 methyltransferase inhibitors, primary screen, biochemical, confirmation dose response (AID 588689); Dengue-2 NS5 methyltransferase capping enzyme assay, biochemical; higher % means a stronger effect; inhibition, % at 25 µM; hits with a dose series show IC50 in µM; hit rate 0.3% among 340,000; in the data active means a potency from the dose series
GPR35 arrestin U2OS = GPR35 antagonists blocking zaprinast-driven arrestin recruitment, primary screen, imaging, U2OS, beta-arrestin-GFP, zaprinast agonist (AID 2058) | U2OS GPR35 beta-arrestin-GFP translocation imaging, zaprinast antagonism; higher % means a stronger effect | inhibition, % at 10 µM, or IC50 in µM where a hit was titrated | hit rate 0.052% among 290,000;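 active means inhibition of at least 50% with at least 30 cells and total cytoplasm GFP at most 10,000,000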
K1F lysis inhibition = protection from phage-mediated lysis, alamar blue read-out – E. coli UTI89, K1F phage, bacterial capsule biogenesis inhibitors (AID 488966). inhibition, % at 100 µM, or IC50 in µM where a hit was titrated. E. coli UTI89 K1F phage lysis, alamar blue, 2 h; higher % means a stronger effect. hit rate 0.02% among 340,000;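 active means phage lysis inhibition, versus mean bacterial control, above a set limit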;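 further: capsule biogenesis inhibitors block K1F phage lysis so surviving cells raise fluorescence; higher fluorescence means more inhibition of phage lysis; actives were called in the ten point dose series up to 300 µM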
Salmonella PhoP GFP = inhibitors of PhoP regulon expression, primary screen, Salmonella Typhimurium, GFP reporter (AID 1863) | one-dose inhibition, % at 50 µM; IC50 in µM for titrated hits | hit rate 0.16% among 300,000 | S. Typhimurium PhoP-regulated promoter GFP reporter, 4 h; higher % means a stronger effect;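 active means inhibition over 29.93%, a cutoff 3 SD above the screen mean, later confirmed by dose response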;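 further: 0% = low Mg2+ inducing control and 100% = high Mg2+ repressing control; strong numbers were not always called active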
Dengue-2 NS5 capping pilot replicate = further read-out of Dengue-2 NS5 capping, marked with its call; inhibition, %; measured here: pilot screen replicate inhibition
* hit, by the source's call; / = not tested or not shown; [ ] = dose if it differs, or a comment.

SMILES	HIV fusion peptide	Large T inhibition	Rac1 GTP hydrolysis	GPR55 LPI antagonism	RSV CPE inhibition	Dengue-2 NS5 capping	GPR35 arrestin U2OS	K1F lysis inhibition	Salmonella PhoP GFP	others
CC1(C)Cc2c(sc3c2c(=O)n(Cc2ccccc2)c2nncn32)CO1	0.6%	/	8%	1%	/	5%	-12%	0.2%	/
CN(C)c1ccc(CN(CC2CCCO2)C(=O)c2cccs2)cc1 (configuration not stated)	-0.4%	16%	-7%	11%	-0.5%	-4%	-1%	0.1%	2%
COc1ccc(C(C)=O)cc1COC(=O)c1cc(C)nc2ccccc12	1.6%	13%	0%	-1%	-1.3%	1%	-7%	-1.4%	-5%
CC1Cc2ccccc2N1CC(=O)NC(=O)NCc1ccco1 (configuration not stated)	12%	25%	7%	8%	0.9%	19%	12%	0.1%	-18%	Dengue-2 NS5 capping pilot replicate=1.5
Cc1nc(C)c(CCNC(=O)c2ccc(C(F)(F)F)cc2)s1	1.1%	1%	6%	-4%	0.3%	-5%	0%	0.6%	-14%
O=C1C2C(C(=O)N1/N=C/c1ccco1)C1C=CC2C12CC2 (configuration not stated)	-4.2%	0%	8%	12%	-0.5%	1%	-2%	3.7%	5%
O=C(CNC(=S)N(CCCN1CCOCC1)Cc1cccs1)N1CCOCC1	-1.4%	3%	-4%	12%	1.4%	-3%	1%	0.4%	-5%
Cc1ccc(-c2nc(C3CCN(S(=O)(=O)c4ccc(C(C)(C)C)cc4)CC3)no2)cc1	-0.4%	-4%	1%	-15%	-0.5%	-1%	3%	-0.6%	-4%
COc1cccc(-c2cc(C(=O)O)[nH]n2)c1	3.3%	4%	6%	4%	-1.3%	-3%	6%	2.4%	-6%
Cc1ccc(CNC(=O)c2cc3c(s2)CS(=O)(=O)C3)cc1	2.6%	1%	9%	9%	6.0%	0%	20%	5.0%	-8%
O=C(Nc1ccc(F)cc1)N1CCCN(c2nccc(C(F)(F)F)n2)CC1	-0.5%	18%	7%	10%	/	5%	-15%	-1.5%	-10%
COc1ccc(N(C)C(=O)c2ccc3c(c2)nnn3C)cc1	-1.5%	25%	7%	10%	2.3%	-5%	-4%	0.6%	-5%
Cc1ccc(C)c(N2CCN(S(=O)(=O)c3c(C)noc3/C=C/N(C)C)CC2)c1	4.3%	-2%	1%	4%	1.1%	7%	2%	-0.2%	8%
COc1cc(C2C(Oc3ccccc3C)C(=O)N2Cc2ccc(F)cc2)cc(OC)c1OC (configuration not stated)	1.0%	-3%	4%	0%	2.5%	-7%	-2%	0.7%[50 µM]	2%
Cc1csc(NC(=O)c2ccc(S(=O)(=O)N3CCN(C)CC3)cc2)n1	-1.3%	-1%	5%	7%	-0.6%	0%	-3%	-1.1%	1%
O=C(COc1ccc2ccccc2c1)Nc1ccc(S(=O)(=O)N2CCCCCC2)cc1	1.4%	16%	9%	1%	5.5%	-4%	-3%	0.2%	6%
COc1ccccc1OCCNC(=O)C1CC(=O)N(c2cccc(SC)c2)C1 (configuration not stated)	/	22%	-4%	/	-0.3%	7%	/	-0.6%[50 µM]	7%
CN1CCN(C(=O)c2cnn(-c3ccccc3)c2NC(=O)c2cccs2)CC1	0.2%	4%	5%	-12%	0.8%	1%	15%	2.9%	4%
O=C(NCC1CCCO1)c1cc2n(n1)C(C(F)(F)F)CC(c1ccc(Br)cc1)N2 (configuration not stated)	-1.6%	2%	5%	5%	0.9%	-10%	-5%	0.3%	-1%
CCN(CC)c1ccc(NC(=S)NC(=O)C2CCC2)cc1	-0.4%	53%	18%	8%	3.0%	1%	11%	0.1%	-6%
Cc1ccc(C(CC(=O)N2CCNCC2)c2ccccc2)c(O)c1C (configuration not stated)	-1.5%	2%	2%	5%	0.6%	-9%	-4%	1.5%[50 µM]	8%
O=C(NCCc1ccccc1)C(=O)N/N=C/c1ccc2c(c1)OCO2	-1.3%	4%	-14%	-1%	-1.5%	-1%	-6%	4.5%	0%
CCN(CC)c1ccc(/C=C(\C#N)C(N)=O)cc1	3.7%	7%	3%	0%	/	-59%	-1%	-0.4%	7%
O=C(CCNC(=O)c1ccccc1Cl)Nc1cccc(S(=O)(=O)N2CCCC2)c1	/	/	3%	/	-0.2%	-5%	/	0.8%[50 µM]	/
Cc1cc([N+](=O)[O-])ccc1NC(=O)CCC(=O)N1CCCCC1	1.4%	6%	-1%	7%	0.1%	0%	-6%	0.0%	3%

Reprinted from the results shown (2 entries):
SMILES	HIV fusion peptide	Large T inhibition	Rac1 GTP hydrolysis	GPR55 LPI antagonism	RSV CPE inhibition	Dengue-2 NS5 capping	GPR35 arrestin U2OS	K1F lysis inhibition	Salmonella PhoP GFP	others
O=C(NCC1CCCO1)c1cc2n(n1)C(C(F)(F)F)CC(c1ccc(Br)cc1)N2 (configuration not stated)	-1.6%	2%	5%	5%	0.9%	-10%	-5%	0.3%	-1%
CCN(CC)c1ccc(NC(=S)NC(=O)C2CCC2)cc1	-0.4%	53%	18%	8%	3.0%	1%	11%	0.1%	-6%

Some of these compounds in order of number of heavy atoms, descending.
SMILES	HIV fusion peptide	Large T inhibition	Rac1 GTP hydrolysis	GPR55 LPI antagonism	RSV CPE inhibition	Dengue-2 NS5 capping	GPR35 arrestin U2OS	K1F lysis inhibition	Salmonella PhoP GFP	others
COc1cc(C2C(Oc3ccccc3C)C(=O)N2Cc2ccc(F)cc2)cc(OC)c1OC (configuration not stated)	1.0%	-3%	4%	0%	2.5%	-7%	-2%	0.7%[50 µM]	2%
Cc1ccc(-c2nc(C3CCN(S(=O)(=O)c4ccc(C(C)(C)C)cc4)CC3)no2)cc1	-0.4%	-4%	1%	-15%	-0.5%	-1%	3%	-0.6%	-4%
Cc1csc(NC(=O)c2ccc(S(=O)(=O)N3CCN(C)CC3)cc2)n1	-1.3%	-1%	5%	7%	-0.6%	0%	-3%	-1.1%	1%
Cc1cc([N+](=O)[O-])ccc1NC(=O)CCC(=O)N1CCCCC1	1.4%	6%	-1%	7%	0.1%	0%	-6%	0.0%	3%

The listing picks up with the 4 entries that preceded the break.
SMILES	HIV fusion peptide	Large T inhibition	Rac1 GTP hydrolysis	GPR55 LPI antagonism	RSV CPE inhibition	Dengue-2 NS5 capping	GPR35 arrestin U2OS	K1F lysis inhibition	Salmonella PhoP GFP	others
O=C(NCCc1ccccc1)C(=O)N/N=C/c1ccc2c(c1)OCO2	-1.3%	4%	-14%	-1%	-1.5%	-1%	-6%	4.5%	0%
CCN(CC)c1ccc(/C=C(\C#N)C(N)=O)cc1	3.7%	7%	3%	0%	/	-59%	-1%	-0.4%	7%
O=C(CCNC(=O)c1ccccc1Cl)Nc1cccc(S(=O)(=O)N2CCCC2)c1	/	/	3%	/	-0.2%	-5%	/	0.8%[50 µM]	/
Cc1cc([N+](=O)[O-])ccc1NC(=O)CCC(=O)N1CCCCC1	1.4%	6%	-1%	7%	0.1%	0%	-6%	0.0%	3%
Cc1csc(SCc2nc3scc(-c4ccccc4)c3c(=O)[nH]2)n1	13%	3%	4%	10%	-1.4%	3%	1%	0.4%	-2%
CCCn1c(=O)c(C(=O)NCC2CCCO2)c(O)c2ccccc21 (configuration not stated)	2.6%	6%	5%	0%	0.7%	13%	9%	-0.3%	0%
CCC(C)NC(=O)c1ccc(CSCc2ccc(Cl)cc2)o1 (configuration not stated)	-1.1%	7%	9%	25%	0.2%	-1%	-5%	-0.5%	4%
[O-][n+]1c2ccccc2c2n1CCN1CCOC21c1ccc(Cl)cc1 (configuration not stated)	/	/	8%	/	1.9%	-3%	/	0.5%	/
N#CC1=C(N)C(C#N)(C#N)C(c2cccnc2)C2CN(C(=O)OCc3ccccc3)CC=C12 (configuration not stated)	11%	4%	4%	-2%	8.1%	-13%	8%	1.4%	-1%
COc1ccc(C2=NO[C@@H]3C(=O)N(c4c(C)cccc4C)C(=O)[C@H]23)cc1OC	1.7%	-2%	-7%	18%	0.3%	6%	-10%	-0.4%	-2%
O=[N+]([O-])c1ccc(-c2nn(-c3ccccc3)cc2/C=N/n2c(-c3cccs3)n[nH]c2=S)cc1	0.8%	12%	-5%	10%	/	-13%	4%	-0.5%	-4%
CCN(CC)CCN1c2ccccc2Sc2ccc3ccccc3c21	-0.9%	5%	11%	17%	2.6%	1%	6%	0.2%	-1%
O=C1CCCN1c1ccc(C(=O)N(Cc2nnc(-c3ccc(Cl)cc3)o2)C2CC2)cc1	/	6%	0%	/	2.0%	-6%	/	0.6%[50 µM]	3%
CCOC(=O)c1c(NC(=S)Nc2cccnc2)sc(C)c1C	0.4%	8%	0%	7%	1.9%	2%	10%	-0.6%	-10%
COc1ccc(NS(=O)(=O)c2ccc(OCC(=O)N3CCOCC3)cc2)cc1	-0.4%	1%	6%	-7%	3.6%	-3%	-3%	1.2%	4%
CCCCN(C)CCN1C(=O)C2C(C(=O)Nc3cccc(OC)c3)C3C=CC2(O3)C1C(=O)NC1CCCCC1C (configuration not stated)	0.4%	7%	4%	6%	-0.4%	2%	-12%	0.2%	-9%
COc1cccc(CN2CCNC(=O)C2CC(=O)N(C)C2CCOCC2)c1OC (configuration not stated)	0.6%	10%	7%	9%	0.0%	5%	-6%	0.1%	-8%
Cc1cccc(C(=O)NCC(=O)NCCSc2ccc(Br)cc2)c1	/	15%	6%	/	1.0%	-9%	/	1.0%[50 µM]	-7%
COc1ccccc1/C=C/C=N/n1c(-c2ccc(F)cc2)n[nH]c1=S	-1.2%	2%	/	-2%	3.9%	/	2%	/	5%
CCn1c(SCC(=O)Nc2ccccc2)nnc1-c1cccs1	-0.1%	8%	1%	1%	11%	-2%	-4%	0.1%	0%
O=P1(O)C=C(c2ccccc2)OC(c2ccccc2)=C1	3.0%	4%	4%	-7%	1.8%	-14%	1%	2.3%	-3%
CC(=O)Nc1ccc(-c2csc(NCc3ccco3)n2)cc1	27%	19%	12%	6%	4.8%	-4%	-12%	-0.8%	-6%
COc1ccccc1OCCC(=O)OCC(=O)c1[nH]c(C)c(C(C)=O)c1C	-1.0%	6%	0%	4%	12%	-3%	10%	0.2%	8%
CN(C)c1ccc(C(C(=O)NC2CCCC2)N(C(=O)c2csnn2)C2CC2)cc1 (configuration not stated)	0.2%	5%	5%	-3%	1.7%	-4%	-4%	0.0%	2%
CN(C)/C=C/C(=O)c1ccc(F)cc1	0.9%	19%	5%	4%	0.2%	0%	-1%	0.0%	21%
Cc1c(Nc2c3c(c(C#N)c4nc5ccccc5n24)CCC3)c(=O)n(-c2ccccc2)n1C	-0.1%	24%	/	22%	/	/	1%	/	-6%
COc1ccc(S(=O)(=O)NC2CCCC2)cc1Br	-1.7%	13%	2%	12%	0.8%	-4%	-10%	12%	14%
COc1ccc(C2c3c(ncn(CCCO)c3=N)Oc3ccc4ccccc4c32)cc1 (configuration not stated)	-1.4%	10%	2%	14%	-0.3%	-6%	0%	0.3%	3%
O=C(CSc1nc2ccccc2c(=O)[nH]1)Nc1ccc(C(=O)O)cc1	3.8%	-2%	6%	9%	2.0%	-5%	4%	0.3%	-8%
